Screens (PubChem)
GalR3 antag: GalR3 antagonists in HEK293 cells, primary screen, cell-based, fluorescence readout; Galanin receptor type 3 (Homo sapiens), O60755; HEK293 GalR3-CNG cAMP membrane potential fluorescence; galR3 body fused to GalR1 C-terminus; inhibition, % at 3 µM; 0.44% of 360,000 active;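 active = inhibition above the screen-wide average plus 3 SD, cut at about 13% in these data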;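 also: forskolin and galanin both at EC90 stimulate the cells; cAMP rise reported by CNG channel membrane potential dye signal; 0% = forskolin plus galanin with DMSO and 100% = forskolin alone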
Target sequence (O60755 1-299 limits assumed): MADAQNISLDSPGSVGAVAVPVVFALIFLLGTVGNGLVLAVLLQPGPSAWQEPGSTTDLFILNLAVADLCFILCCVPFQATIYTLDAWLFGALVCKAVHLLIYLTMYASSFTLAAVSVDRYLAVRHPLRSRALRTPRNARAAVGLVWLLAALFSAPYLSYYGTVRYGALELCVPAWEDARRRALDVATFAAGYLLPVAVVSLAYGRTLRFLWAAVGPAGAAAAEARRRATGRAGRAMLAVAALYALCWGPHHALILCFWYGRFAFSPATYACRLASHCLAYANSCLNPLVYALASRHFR
The depositor's hits bear a star. These rows are one share of the data; the hit share may differ from the screen's.

Screening CCCCOCCOC(=O)C1OC1(C)c1ccccc1 (stereo not drawn) returned GalR3 antag -4.
`CC(C)C[C@@H](CN1CCCC1CN1C(=S)NC[C@@H]1Cc1ccccc1)N1C[C@H](Cc2ccc(O)cc2)N(CCc2ccccc2)C1=S` (stereo partly drawn) gave GalR3 antag -6.
`Cc1cc2c(cc1C)NC(=O)C(C)CN2` (stereo not drawn) gave GalR3 antag 1.
For COc1ccc(-c2nc3c4ccccc4ccn3c2CC2CCCCC2)cc1OC the results were GalR3 antag 3.
Nc1nc2c(ncn2[C@@H]2O[C@H](CNC(=O)[C@H](N)Cc3ccccc3)[C@@H](O)[C@H]2O)c(=O)[nH]1 was read as GalR3 antag -3.
For CC(C)(C)c1ccc(CC(=O)N2CCC2(C)C(=O)NCc2cccs2)cc1 (stereo not drawn) the results were GalR3 antag -3.
For CC1(C(=O)NS(=O)(=O)c2ccc3c(c2)CCO3)CCN1C(=O)C1(c2ccc(Cl)cc2)CC1 (stereo not drawn) the results were GalR3 antag -5.
Screening CCOc1ccc(CCN2C(=S)N([C@@H](CC(C)C)CN3CCC[C@@H]3CN3C(=S)NC[C@@H]3CC(C)C)C[C@@H]2CC(C)C)cc1 returned GalR3 antag -4.
`c1ccc(-c2c[nH]c(-c3ccccc3)c2)cc1` gave GalR3 antag -5.
`Cc1cccc(-c2ccc3c(c2)C2CC3CCN2)c1` (stereo not drawn) gave GalR3 antag -9.
`CCc1nc2c(OCCC3CCCCC3)cccn2c1N(C)C(=O)c1ccco1` gave GalR3 antag -8.
For COc1cc(-c2cnc3c(NC(C)=O)cc(-c4ccccc4CN(C)C)cn23)cc(OC)c1OC the results were GalR3 antag 7.
CC(OC(=O)Cc1ccc(F)cc1)C(=O)N1CCc2ccccc21 (stereo not drawn) was read as GalR3 antag -5.
For CC1(C(=O)NS(=O)(=O)c2cccc(Cl)c2)CCN1C(=O)CCc1cccs1 (stereo not drawn) the results were GalR3 antag -5.
`O=C(CCNC(=O)c1ccco1)NNC(=O)c1ccc(Br)cc1` gave GalR3 antag -3.
`COc1ccc(NC(=O)C2(C)Cc3c(-c4ccc(C(N)=O)cc4)ccnc3O2)cc1OC` (stereo not drawn) gave GalR3 antag 11.
For COc1ccc(C2CC(c3cccc(OC)c3)=NN2c2ccc(S(N)(=O)=O)cc2)cc1 (stereo not drawn) the results were GalR3 antag -5.
For COc1ccc(S(=O)(=O)N[C@@H]2C=C[C@@H](CC(=O)N3CCc4ccccc4C3)O[C@@H]2CO)cc1 the results were GalR3 antag 0.
Screening O=C(NCc1cccnc1)c1cccc(S(=O)(=O)Nc2ccc(F)cc2)c1 returned GalR3 antag -3.
`O=C(Nc1ccc(C(O)c2ccccc2)cc1)[C@@H]1O[C@H](CO)[C@H](O)[C@H](O)[C@H]1O` (stereo partly drawn) gave GalR3 antag 3.
For O=C(NC(c1ccc2ccccc2n1)c1cccs1)C1CCN(Cc2cccc(C(F)(F)F)c2)CC1 (stereo not drawn) the results were GalR3 antag -6.
COc1ccc(C(C#N)CC(=O)c2ccc(OCc3ccccc3)c(OC)c2)cc1OC (stereo not drawn) was read as GalR3 antag -1.
`CCOC(=O)[C@]12CCC=C1N(Cc1ccco1)C(=O)[C@H](CC(=O)N1CCSCC1)C2` gave GalR3 antag -6.
Screening NS(=O)(=O)c1ccc(CCNC(=O)CSc2nc3c(sc(=S)n3-c3ccccc3)c(=O)[nH]2)cc1 returned GalR3 antag -6.

15 entries out of the list, sorted by count of non-hydrogen atoms, lowest first.
`c1ccc(-c2c[nH]c(-c3ccccc3)c2)cc1` gave GalR3 antag -5.
`Cc1cccc(-c2ccc3c(c2)C2CC3CCN2)c1` (stereo not drawn) gave GalR3 antag -9.
`O=C(CCNC(=O)c1ccco1)NNC(=O)c1ccc(Br)cc1` gave GalR3 antag -3.
CC(OC(=O)Cc1ccc(F)cc1)C(=O)N1CCc2ccccc21 (stereo not drawn) was read as GalR3 antag -5.
For CC1(C(=O)NS(=O)(=O)c2cccc(Cl)c2)CCN1C(=O)CCc1cccs1 (stereo not drawn) the results were GalR3 antag -5.
`O=C(Nc1ccc(C(O)c2ccccc2)cc1)[C@@H]1O[C@H](CO)[C@H](O)[C@H](O)[C@H]1O` (stereo partly drawn) gave GalR3 antag 3.
`CCc1nc2c(OCCC3CCCCC3)cccn2c1N(C)C(=O)c1ccco1` gave GalR3 antag -8.
`CCOC(=O)[C@]12CCC=C1N(Cc1ccco1)C(=O)[C@H](CC(=O)N1CCSCC1)C2` gave GalR3 antag -6.
For COc1ccc(C2CC(c3cccc(OC)c3)=NN2c2ccc(S(N)(=O)=O)cc2)cc1 (stereo not drawn) the results were GalR3 antag -5.
`COc1ccc(NC(=O)C2(C)Cc3c(-c4ccc(C(N)=O)cc4)ccnc3O2)cc1OC` (stereo not drawn) gave GalR3 antag 11.
For COc1ccc(S(=O)(=O)N[C@@H]2C=C[C@@H](CC(=O)N3CCc4ccccc4C3)O[C@@H]2CO)cc1 the results were GalR3 antag 0.
Screening NS(=O)(=O)c1ccc(CCNC(=O)CSc2nc3c(sc(=S)n3-c3ccccc3)c(=O)[nH]2)cc1 returned GalR3 antag -6.
For COc1cc(-c2cnc3c(NC(C)=O)cc(-c4ccccc4CN(C)C)cn23)cc(OC)c1OC the results were GalR3 antag 7.
For O=C(NC(c1ccc2ccccc2n1)c1cccs1)C1CCN(Cc2cccc(C(F)(F)F)c2)CC1 (stereo not drawn) the results were GalR3 antag -6.
Screening CCOc1ccc(CCN2C(=S)N([C@@H](CC(C)C)CN3CCC[C@@H]3CN3C(=S)NC[C@@H]3CC(C)C)C[C@@H]2CC(C)C)cc1 returned GalR3 antag -4.

Additional entries
Screening O=C(Nc1cccc(Cl)c1)OCCOCCOC(=O)Nc1cccc(Cl)c1 returned GalR3 antag -6.
For CCC1(c2ccccc2)NC(=O)N(CC(=O)Nc2cccc(S(=O)(=O)N3CCCCC3)c2)C1=O (stereo not drawn) the results were GalR3 antag -4.
CNc1nc(NCc2ccc(C)cc2C)c2sccc2n1 was read as GalR3 antag -10.
`CC[C@@H](NC(=O)[C@H](Cc1ccccc1)NC(=O)CC[C@H]1O[C@@H](n2ccc(=O)[nH]c2=O)[C@H](O)[C@@H]1O)c1ccccc1` gave GalR3 antag -3.
Screening C[C@H]1CN([C@@H](C)CO)C(=O)CCCn2nncc2CO[C@@H]1CN(C)S(=O)(=O)c1ccc(-c2ccccc2)cc1 returned GalR3 antag -5.
`COc1ccccc1C(=Cc1ccc([N+](=O)[O-])cc1)C(=O)O` gave GalR3 antag 2.
For COc1ccc(-c2oc3c(c2C#CCCCCO)C(OCCO)CC3)cc1 (stereo not drawn) the results were GalR3 antag -4.
`C[C@@H](c1ccccc1)N1C[C@H](COCc2ccccc2)Oc2cc(N3CC[C@@H](N(C)C)C3)ccc2S1(=O)=O` gave GalR3 antag -10.
Screening O=C(CNC(=O)c1cccc(S(=O)(=O)N2CCc3ccccc32)c1)Nc1ccccc1Br returned GalR3 antag 3.
CCOC(=O)[C@]12CCCC=C1N(Cc1ccc(Cl)cc1Cl)C(=O)[C@H](CC(=O)NCc1ccc(C)o1)C2 was read as GalR3 antag -8.
For Cn1ccc2c(N3CCCCCC3)cc3c(c21)C1CCC3C1 (stereo not drawn) the results were GalR3 antag -5.
CCc1nc2ccc(C(=O)Nc3cc(-c4ccccc4)ccc3OC)cn2c1N(CCN(C)C)CC1CC1 was read as GalR3 antag 0.
For O=C(C[C@@H]1C[C@@H]2c3cc(NC(=O)c4ccc5c(c4)OCO5)ccc3O[C@@H]2[C@@H](CO)O1)NCc1cccnc1 the results were GalR3 antag -3.
Screening Cc1nc(SCC(=O)NC2(C#N)CCCC2)n(CC(C)C)c1C returned GalR3 antag -3.
Screening C[C@@H](NC(=O)C[C@@H]1C[C@@H]2c3cc(NS(=O)(=O)c4ccc(F)cc4)ccc3O[C@@H]2[C@@H](CO)O1)c1ccccc1 returned GalR3 antag 4.
For CN(C)c1ccc(C=NNc2ccccn2)c(Cl)c1 the results were GalR3 antag -6.
`CCc1nc2c(OCc3ccc(F)cc3)cccn2c1N(C)C(=O)COc1ccccc1` gave GalR3 antag -7.
For O=C1[C@H](Oc2ccccc2)[C@@H](c2ccccc2)N1c1ccncc1 the results were GalR3 antag -5.
Screening CCOc1ccc(S(=O)(=O)NCc2cccnc2)cc1NC(=O)c1ccccc1 returned GalR3 antag 1.
For Cn1nc(C(C)(C)C)cc1NC(=O)C1(C)CCN1C(=O)Cc1ccc(-c2ccccc2)cc1 (stereo not drawn) the results were GalR3 antag -4.
Screening COc1ccccc1Cc1c(-c2cccc(Br)c2)nc2ccc(Br)cn12 returned GalR3 antag -6.
Cn1ccc2c(N3CCOCC3)cc3c(c21)C1CCC3C1 (stereo not drawn) was read as GalR3 antag 1.
`O=C1NC(c2ccccc2)C(c2ccccc2)N1` (stereo not drawn) gave GalR3 antag -5.
Screening CCCC(=O)N1CCC1(C)C(=O)NS(=O)(=O)c1cccc(C)c1 (stereo not drawn) returned GalR3 antag -5.
O=C(NCCc1ccccc1)c1[nH]c(C(F)(F)F)nc1-c1ccccc1 was read as GalR3 antag -5.
`COc1ccc(Cl)cc1-c1cc(C(=O)NCC2CCCCC2)[nH]n1` gave GalR3 antag 0.
`Cc1cscc1-c1nc(NCC2CC2)nc2ccsc12` gave GalR3 antag -8.
For COc1ccc2ccc(OCC(=O)NCC3CCCO3)cc2c1 (stereo not drawn) the results were GalR3 antag -2.
`COCCN1C[C@@H](CO)O[C@@H](n2cnc3c(N(C)C(C)C)ncnc32)C1` gave GalR3 antag -2.
NC(c1csc(Nc2ccccn2)n1)c1ccccc1Cl (stereo not drawn) was read as GalR3 antag -1.
`CN(CC(=O)Nc1cccc(F)c1)C(=O)c1ccc(C(=O)c2ccccc2)cc1` gave GalR3 antag -4.
Cc1cc(S(=O)(=O)NC(=O)[C@H]2O[C@@H](n3cnc4c(N)ncnc43)[C@H](O)[C@@H]2O)ccc1Br was read as GalR3 antag -5.
For CC1(C(=O)NS(=O)(=O)Cc2cccc(Cl)c2)CCN1C(=O)C1CCCCC1 (stereo not drawn) the results were GalR3 antag -5.
`COc1cc(NC(=O)OCc2ccccc2)c2ncccc2c1` gave GalR3 antag -2.
For CC1(C(=O)Nc2ccc3[nH]ncc3c2)CCN1C(=O)C/C=C/c1ccccc1 (stereo not drawn) the results were GalR3 antag -7.
`COc1ccc(C(C)C)cc1-c1ccc2nncn2c1` gave GalR3 antag -7.
O=C(COc1ccccc1)N[C@@H]1c2ccccc2CC[C@@H]1O was read as GalR3 antag -5.
Screening CC[C@]1(C(=O)OC)[C@H]2C(=O)N(C)C(=O)[C@H]2[C@H]2CN=C(SCc3ccc(Cl)cc3)N21 returned GalR3 antag -4.
`CN(Cc1cc(Cl)cc(Cl)c1)CC(C(=O)c1ccccc1)c1ccccc1` (stereo not drawn) gave GalR3 antag 2.
Screening O=C1NC[C@H](CCCCN2C[C@H](Cc3ccccc3)N(CCc3ccccc3)C(=O)C2=O)N(CCc2ccc(O)cc2)C1=O returned GalR3 antag -5.
`COc1ccc(S(=O)(=O)Nc2ccc3c(c2)C(=O)N([C@H](C)CO)C[C@H](C)[C@H](CN(C)C(=O)Nc2ccc(F)cc2)OCCCC[C@@H](C)O3)cc1` gave GalR3 antag -4.
Screening O=C(NCC(F)(F)F)c1cc2c(c(-c3cccc(-c4ccccc4F)c3)n1)[C@@H](CCO)N(C(=O)CC1CC1)C2 returned GalR3 antag -6.
`CC(C)NC(=O)c1cc(C2CCCCN2C(=O)CCCc2ccccc2)on1` (stereo not drawn) gave GalR3 antag -7.
For CC(C)n1c(=O)c2ccccc2n1Cc1cn(C2CCCC2)nn1 the results were GalR3 antag -7.
For CC1CCN(S(=O)(=O)N2CCC(C(=O)NCc3ccc(F)cc3Cl)CC2)CC1 the results were GalR3 antag -1.
Cc1c(Cl)cccc1NS(=O)(=O)c1ccccc1 was read as GalR3 antag 0.
For COc1ccc(NC(=O)c2cc(-c3cc(F)ccc3OC)n[nH]2)c(OC)c1 the results were GalR3 antag -2.
For Cc1cc(C)c2cc(C#N)c(NCCCNC(=O)c3cccnc3)nc2c1 the results were GalR3 antag -1.

The last 3 compounds of the part above come first, to join the parts.
Cc1c(Cl)cccc1NS(=O)(=O)c1ccccc1 was read as GalR3 antag 0.
For COc1ccc(NC(=O)c2cc(-c3cc(F)ccc3OC)n[nH]2)c(OC)c1 the results were GalR3 antag -2.
For Cc1cc(C)c2cc(C#N)c(NCCCNC(=O)c3cccnc3)nc2c1 the results were GalR3 antag -1.
`C[C@H]1CN([C@@H](C)CO)S(=O)(=O)c2ccc(Br)cc2O[C@H]1CN(C)Cc1ccc(F)cc1` gave GalR3 antag -3.
Screening Cc1cn(C2CC(O)C(O)C(CO)O2)c(=O)[nH]c1=O (stereo not drawn) returned GalR3 antag -6.
For CN1C[C@@H]2[C@@H]3C(=O)N(C)C(=O)[C@@H]3[C@](Cc3ccccc3)(C1=O)N2C(=O)c1ccccc1 the results were GalR3 antag -5.
Screening Cc1ccc(NC(=O)c2ncn(CCCN(CCCn3cnc(C(=O)Nc4ccc(C)c(C)c4)n3)Cc3ccc4[nH]ccc4c3)n2)cc1C returned GalR3 antag -4.
CSc1ncnc2c1ncn2CCCNCc1ccc(C)o1 was read as GalR3 antag -5.
Screening Cc1ccc(/C(O)=C2\C(=O)C(=O)N(CCCN3CCOCC3)C2c2ccccc2F)cc1 (stereo not drawn) returned GalR3 antag 2.
Screening CCCNC(=O)C1(C)CCCN(Cc2cccc(C(F)(F)F)c2)C1 (stereo not drawn) returned GalR3 antag -1.
`CN(Cc1ccco1)C(=O)[C@H](Cc1ccccc1)NC(=O)CC[C@H]1O[C@@H](n2ccc(=O)[nH]c2=O)[C@H](O)[C@@H]1O` gave GalR3 antag -4.
`CCc1nc2ccc(C(=O)Nc3cc(-c4ccccc4)ccc3OC)cn2c1N(CC)CC(=O)N(C)C` gave GalR3 antag -6.
CC(=O)N1C[C@@H](CO)[C@@H](N(C)C(=O)C(C)(C)C)C[C@H]1c1ccccc1 was read as GalR3 antag -3.
Screening Cc1cccc(C)c1NC(=O)C(c1ccncc1)N1CCN(C)CC1 (stereo not drawn) returned GalR3 antag -8.
For CC1(Oc2ccc(CC#N)cc2)CCN(Cc2ccccc2OC(F)F)C1 (stereo not drawn) the results were GalR3 antag -6.
COc1cccc(CN(C)C(=O)[C@H]2O[C@@H](n3cnc4c(=O)[nH]c(N)nc43)[C@H](O)[C@@H]2O)c1 was read as GalR3 antag -6.
